# SRC3 inh: SRC3 coactivator transcriptional activity inhibitors, primary screen, cell-based, luminescence. Nuclear receptor coactivator 3 (Homo sapiens), Q9Y6Q9. AID 588352, 2011. HEK293 GAL4-SRC3 luciferase reporter. inhibition, % at 3.6 µM. 360,000 tested, 0.17% active;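 active means inhibition above a per-campaign cutoff, the mean of all compounds plus 3 SD, cut at about 60% in these data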;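 further: 0% = DMSO-treated cells and 100% = gossypol-treated cells at 36 µM; higher means less SRC3-driven luciferase light from the GAL4 reporter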
# CF NFkB inh: inhibitors of PAF-induced NF-kB signaling, primary screen, cell-based, GFP fluorescence, uHTS | KKLEB NF-kB-GFP reporter, GFP fluorescence overnight | inhibition, % at 5 µM | 360,000 tested, 0.86% active | AID 588850, 2011;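 active means at least 50% inhibition at 5 µM, scaled per plate between neutral and stimulator controls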;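 further: PAF is a Pseudomonas aeruginosa culture filtrate used as stimulus; plate controls were PAF-stimulated DMSO wells for no effect and unstimulated DMSO wells for full effect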
# EBV LMP1 NFkB: EBV LMP1-driven NF-kappaB luciferase reporter inhibitors, primary screen, cell-based, luminescence, single point; LMP1-induced NF-kappaB luciferase reporter cells; inhibition, % at 12.5 µM; 350,000 tested, 0.69% active; in the data active means inhibition above about 41%;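 further: 0% = neutral control wells and 100% = reference inhibitor control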
# TROY signal inh: inhibitors of TROY-driven NF-kB signaling, primary screen, Q293 LMP1-TROYcd cells, NF-kB luciferase, uHTS | 360,000 tested, 0.98% active | inhibition, % at 10 µM | Q293 LMP1-TROYcd NF-kB luciferase reporter, 4 h;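 active means compounds whose plate-normalised and pattern-corrected inhibition of the luciferase reporter signal at the single screening dose is 50% or more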
# NR5A2 inv ag: LRH-1 (NR5A2) inverse agonists, primary screen, cell-based, luminescence, HEK293T, StAR-luciferase reporter; LRH-1 transfected, 24 h; inhibition, % at 3.6 µM; 360,000 tested, 0.13% active;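 active means inhibition above the mean inhibition of all tested compounds plus 3 SD, cut at about 73% in these data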;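 further: 0% = DMSO wells and 100% = reporter-only cells lacking LRH-1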
# NCOA1 inh: SRC1 coactivator transcriptional activity inhibitors, primary screen, cell-based, luminescence; Nuclear receptor coactivator 1 (Homo sapiens), Q15788; HEK293 GAL4-SRC1 luciferase reporter; inhibition, % at 3.6 µM; 360,000 tested, 0.12% active; AID 588354, 2011;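 active means inhibition above the campaign mean plus 3 SD, with each screening campaign given its own cutoff, cut at about 60% in these data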;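 further: 0% = DMSO treated cells and 100% = gossypol at 36 µM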
# TWEAK Fn14 block: inhibitors of TWEAK-Fn14 signaling, primary screen, luciferase reporter cells, uHTS; TWEAK-stimulated Fn14 reporter cells, luciferase luminescence, 8 h; inhibition, % at 10 µM; 360,000 tested, 2% active; in the data active means inhibition above about 50%
# KKLEB cytotox: cytotoxicity in KKLEB CF airway cells, primary screen, cytotoxicity control for CF NF-kB inhibitor project, cell-based, uHTS, fluorescence assay plates; 360,000 tested, 0.36% active; activity change (cytotoxicity), % at 5 µM; KKLEB CF airway cells viability, ATPlite luminescence, overnight; active compounds read low; cells stimulated with P. aeruginosa culture filtrate;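 active means corrected activity change at or below -50% at 5 µM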
# C8 TRAIL sens: viability loss with TRAIL in NB7+C8 cells, primary screen, TRAIL sensitizer project, cell-based, ATPlite luminescence. 360,000 tested, 1% active. AID 624354, 2012. inhibition (viability loss, TRAIL sensitization), % at 10 µM;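 active means compounds causing at least 50% loss of cell viability in the single-dose screen, relative to plate controls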
# COUP-TFII inh: NR2F2 transcriptional activity inhibitors, primary screen, cell-based, luciferase reporter, HEK293T, luminescence; COUP transcription factor 2 (Homo sapiens), P24468; HEK293T NGFI-A luciferase reporter; inhibition, % at 8.6 µM; 370,000 tested, 0.7% active; AID 686940, 2013;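 active means inhibition above a per-plate cutoff, mean inhibition of test wells between control levels plus 3 SD, cut at about 38% in these data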;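 further: cells cotransfected with COUP-TFII expression vector driving the NGFI-A reporter; 0% = median of COUP-TF2 test wells and 100% = reporter-only cells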
# SRC2 inh: inhibition of GAL4-SRC2 driven luciferase reporter, primary screen, SRC2 inhibitor project, cell-based, luminescence. HEK293 GAL4-SRC2 luciferase reporter. inhibition, % at 9 µM. Nuclear receptor coactivator 2 (Homo sapiens), Q15596. 370,000 tested, 0.17% active;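 active means inhibition above the mean inhibition of all tested compounds plus 3 SD, set per campaign, cut at about 52% in these data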;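 further: 0% = DMSO treated cells and 100% = cells given Gossypol at 36 µM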
# Target sequence (Q15596 whole entry, looked up, the tested form may be a part): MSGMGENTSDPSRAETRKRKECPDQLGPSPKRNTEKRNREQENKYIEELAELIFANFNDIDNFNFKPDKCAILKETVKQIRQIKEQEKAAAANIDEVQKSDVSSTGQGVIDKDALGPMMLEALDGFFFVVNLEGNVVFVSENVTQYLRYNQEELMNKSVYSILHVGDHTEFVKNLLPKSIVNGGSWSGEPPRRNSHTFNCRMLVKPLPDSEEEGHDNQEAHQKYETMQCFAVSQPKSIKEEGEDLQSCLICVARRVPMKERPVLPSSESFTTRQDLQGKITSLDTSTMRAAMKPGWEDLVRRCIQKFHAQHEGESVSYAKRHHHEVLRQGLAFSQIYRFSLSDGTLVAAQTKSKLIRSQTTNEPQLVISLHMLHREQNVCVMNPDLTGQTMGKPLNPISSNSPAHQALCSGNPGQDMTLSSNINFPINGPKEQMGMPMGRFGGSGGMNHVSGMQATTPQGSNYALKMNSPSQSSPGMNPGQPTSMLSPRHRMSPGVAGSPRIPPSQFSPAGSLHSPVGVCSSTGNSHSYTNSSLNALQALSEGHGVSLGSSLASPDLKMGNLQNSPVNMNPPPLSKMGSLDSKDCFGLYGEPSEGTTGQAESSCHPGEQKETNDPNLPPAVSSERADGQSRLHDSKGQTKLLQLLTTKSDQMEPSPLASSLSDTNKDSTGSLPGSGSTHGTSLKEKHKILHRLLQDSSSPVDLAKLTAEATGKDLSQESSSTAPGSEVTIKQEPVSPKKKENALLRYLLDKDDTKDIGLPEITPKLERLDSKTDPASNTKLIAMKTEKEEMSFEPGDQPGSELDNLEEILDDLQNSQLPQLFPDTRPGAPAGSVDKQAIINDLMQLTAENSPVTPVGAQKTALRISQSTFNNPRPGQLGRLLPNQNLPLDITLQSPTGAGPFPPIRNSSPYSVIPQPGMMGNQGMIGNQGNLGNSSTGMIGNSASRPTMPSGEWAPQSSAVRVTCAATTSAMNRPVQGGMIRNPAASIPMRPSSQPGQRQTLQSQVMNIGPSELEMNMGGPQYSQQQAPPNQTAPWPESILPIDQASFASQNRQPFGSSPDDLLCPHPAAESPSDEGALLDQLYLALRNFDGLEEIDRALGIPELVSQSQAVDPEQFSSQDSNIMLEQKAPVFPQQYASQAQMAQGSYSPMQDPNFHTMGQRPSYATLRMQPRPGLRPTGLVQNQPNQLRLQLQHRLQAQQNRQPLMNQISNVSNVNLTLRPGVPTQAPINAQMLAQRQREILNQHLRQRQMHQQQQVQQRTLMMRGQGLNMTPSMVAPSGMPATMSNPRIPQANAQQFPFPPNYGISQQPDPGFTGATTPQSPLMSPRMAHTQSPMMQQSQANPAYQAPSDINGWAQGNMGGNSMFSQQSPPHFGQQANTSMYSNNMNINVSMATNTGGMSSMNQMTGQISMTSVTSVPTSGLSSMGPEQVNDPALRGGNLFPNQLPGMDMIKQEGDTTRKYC
# * marks the source's active call; other numbers are inactive results; nt = no result given.
1. CCN(CC)S(=O)(=O)c1ccc(C)c(NS(=O)(=O)c2cc(/C=C/C(=O)O)cc(OC)c2OC)c1
2. CCCc1cc(=O)[nH]c(Nc2ccc(Cl)cc2)n1
3. O=C(Cc1cccc2ccccc12)Nc1ccc(N2CCOCC2)cc1
4. COc1ccc(-n2nc3c(c2NC(=O)C(C)C)CSC3)cc1
5. O=C(NCC(c1ccco1)N1CCOCC1)c1cccc([N+](=O)[O-])c1 (stereo unspecified)
6. COC(=O)C1CCN(C2CN(Cc3ccc(F)cc3)S(=O)(=O)C2)CC1 (stereo unspecified)

compound no.	1	2	3	4	5	6
SRC3 inh	7	13	1	8	-2	2
CF NFkB inh	6	-18	9	11	1	-32
EBV LMP1 NFkB	-1	1	-5	-1	-7	nt
TROY signal inh	17	3	-18	3	19	9
NR5A2 inv ag	3	1	-2	12	-10	-22
NCOA1 inh	-1	-2	-19	5	-2	-13
TWEAK Fn14 block	-18	0	0	-4	13	-8
KKLEB cytotox	-6	7	5	-7	-7	20
C8 TRAIL sens	3	0	-1	4	-15	-1
COUP-TFII inh	-5	19	-16	9	-8	-2
SRC2 inh	-14	-31	6	16	-18	1

# Reprinted at random: 2 compounds from above
3. O=C(Cc1cccc2ccccc12)Nc1ccc(N2CCOCC2)cc1
1. CCN(CC)S(=O)(=O)c1ccc(C)c(NS(=O)(=O)c2cc(/C=C/C(=O)O)cc(OC)c2OC)c1

compound no.	3	1
SRC3 inh	1	7
CF NFkB inh	9	6
EBV LMP1 NFkB	-5	-1
TROY signal inh	-18	17
NR5A2 inv ag	-2	3
NCOA1 inh	-19	-1
TWEAK Fn14 block	0	-18
KKLEB cytotox	5	-6
C8 TRAIL sens	-1	3
COUP-TFII inh	-16	-5
SRC2 inh	6	-14

# Entries listed so far that have a halogen:
2. CCCc1cc(=O)[nH]c(Nc2ccc(Cl)cc2)n1
6. COC(=O)C1CCN(C2CN(Cc3ccc(F)cc3)S(=O)(=O)C2)CC1 (stereo unspecified)

compound no.	2	6
SRC3 inh	13	2
CF NFkB inh	-18	-32
EBV LMP1 NFkB	1	nt
TROY signal inh	3	9
NR5A2 inv ag	1	-22
NCOA1 inh	-2	-13
TWEAK Fn14 block	0	-8
KKLEB cytotox	7	20
C8 TRAIL sens	0	-1
COUP-TFII inh	19	-2
SRC2 inh	-31	1

# The listing continues.
7. CC(C)(C)c1ccc(C(=O)NC(=S)N2CCCCCC2)cc1
8. COc1ccc(S(=O)(=O)NC2CC3CCC2C3)cc1Br (stereo unspecified)
9. COc1ccc2c(c1)CCc1c(C(=O)N3CCCc4ccccc43)noc1-2
10. CCc1cccc(CC)c1NC(=S)NCC(c1cccnc1)N1CCOCC1 (stereo unspecified)
11. CCOc1cc2c(cc1/C=C(/C#N)c1ccc(C(=O)O)cc1)OCO2
12. CC1CCOC2(O1)C(=O)Nc1ccccc12 (stereo unspecified)

compound no.	7	8	9	10	11	12
SRC3 inh	-17	-3	-29	14	-4	2
CF NFkB inh	16	19	4	-10	-9	17
EBV LMP1 NFkB	-3	1	-32	2	4	8
TROY signal inh	-57	0	1	-12	-6	3
NR5A2 inv ag	-22	-9	-15	-4	-10	9
NCOA1 inh	-21	-2	-52	11	-18	-4
TWEAK Fn14 block	-10	15	8	10	-3	7
KKLEB cytotox	5	-12	-7	-13	8	-2
C8 TRAIL sens	49	-9	15	2	-1	-6
COUP-TFII inh	0	-9	1	5	-1	-6
SRC2 inh	13	1	-41	-1	-31	-8

13. Cc1ccc(NC(=O)c2nc[nH]c2C(=O)N[C@@H](C)c2ccccc2)cc1
14. C#CCSc1nc(C)cc(C(=O)OCC)c1C#N
15. COc1ccc(S(=O)(=O)N(C)CC(=O)NCCN2CCOCC2)cc1Cl
16. CCOC(=O)Nc1ccc2c(c1)C(=NNC(N)=S)c1ccccc1-2
17. COc1ccc(-n2c(CCc3ccccc3)nnc2SCC(=O)c2ccc(Cl)cc2)cc1
18. O=C(CCSCCC(=O)NCC1CCCO1)NCC1CCCO1 (stereo unspecified)

compound no.	13	14	15	16	17	18
SRC3 inh	9	3	-14	-10	18	8
CF NFkB inh	-6	6	11	-104	8	16
EBV LMP1 NFkB	0	-3	-3	-12	-1	1
TROY signal inh	-16	-6	0	48	-1	-9
NR5A2 inv ag	-12	2	-5	28	15	5
NCOA1 inh	-3	-13	4	-19	-17	-3
TWEAK Fn14 block	10	-8	-1	38	33	-10
KKLEB cytotox	-10	6	1	16	-5	-5
C8 TRAIL sens	23	7	18	34	3	-9
COUP-TFII inh	4	-4	6	0	11	-14
SRC2 inh	4	-4	20	-32	-9	-3

19. CC1CCN(c2nc3c(c(=O)[nH]c(=O)n3C)n2Cc2ccccc2)CC1
20. CC(=O)c1ccc(OCC(O)CN2CCN(CCN3C(=O)c4cccc5cccc(c45)C3=O)CC2)cc1 (stereo unspecified)
21. O=C(CCc1nc2ccccc2c(=O)[nH]1)NNC(=O)COc1ccc(Br)cc1
22. COc1cc(NC(=O)CN2CCCCC2C)c(C)cc1[N+](=O)[O-] (stereo unspecified)
23. O=C(CN(C(=O)CCC(=O)Nc1nccs1)c1ccc(F)cc1)NCc1ccco1
24. COc1ccc(CCNC(=O)c2ccc3c(c2)OCCO3)cc1

compound no.	19	20	21	22	23	24
SRC3 inh	7	15	11	-15	16	-42
CF NFkB inh	11	-27	31	1	-2	7
EBV LMP1 NFkB	4	-7	-6	-9	-2	-17
TROY signal inh	-5	8	6	0	-18	-45
NR5A2 inv ag	8	-21	-21	-10	18	-76
NCOA1 inh	-7	4	-8	-18	-3	-39
TWEAK Fn14 block	12	-56	30	-24	-6	-15
KKLEB cytotox	-6	-2	-12	4	-8	5
C8 TRAIL sens	3	14	17	2	0	16
COUP-TFII inh	-1	-4	-13	8	3	-20
SRC2 inh	12	-44	-9	-5	16	-29

25. CCCNc1c(N)n(-c2ccccc2)c(=O)[nH]c1=O
26. CCOc1ccc(CCNC(=O)COC(=O)CNS(=O)(=O)c2ccc(C)cc2)cc1OCC
27. CC(C)c1ccc(NS(=O)(=O)c2cn(C)c(=O)n(C)c2=O)cc1
28. O=C(OCC(=O)N1CCCC1)c1c(Cl)cccc1Cl
29. O=c1cc(N2CCCCC2)c(-c2ccccc2)nn1Cc1ccc(Cl)cc1Cl
30. CCOc1ccc(C(=O)O/N=C(\N)c2ccc([N+](=O)[O-])cc2)cc1OCC

compound no.	25	26	27	28	29	30
SRC3 inh	9	7	-9	-14	-6	-8
CF NFkB inh	-5	1	8	0	20	-22
EBV LMP1 NFkB	3	1	-4	6	-4	-6
TROY signal inh	13	-15	-3	-10	5	-33
NR5A2 inv ag	0	-1	10	-2	-12	-8
NCOA1 inh	10	-1	5	-7	-21	-4
TWEAK Fn14 block	20	0	-8	-17	6	-15
KKLEB cytotox	8	-2	4	3	-2	23
C8 TRAIL sens	-4	-6	2	-1	-3	1
COUP-TFII inh	-10	10	9	6	7	-10
SRC2 inh	-21	-32	6	-12	4	-5

31. CC(C)C(=O)Nc1ccc(C(=O)NNC(=O)c2ccco2)cc1
32. COC(=O)C1=C(C)OC(N)=C(C#N)C1c1cccnc1 (stereo unspecified)
33. COc1ccc(NC(=O)c2nnn(CC(=O)Nc3ccc4c(c3)OCO4)c2N)c(OC)c1
34. O=C(O)C(=Cc1ccccc1[N+](=O)[O-])c1ccc2c(c1)OCO2
35. O=C(NCCS(=O)(=O)N1CCN(c2ccc(F)cc2)CC1)c1ccc(Br)o1
36. CN(Cc1ccccc1)C(=O)[C@@H]1CCCN1C(=O)[C@@H]1CCCN1C(=O)c1c(F)cccc1F

compound no.	31	32	33	34	35	36
SRC3 inh	-8	5	-31	-18	19	nt
CF NFkB inh	17	-8	-6	7	-4	nt
EBV LMP1 NFkB	8	2	-12	-2	-9	nt
TROY signal inh	-3	3	-12	-56	-3	-6
NR5A2 inv ag	-12	7	-29	0	-3	2
NCOA1 inh	-3	8	-51	-6	1	nt
TWEAK Fn14 block	-4	1	-42	-28	-19	12
KKLEB cytotox	-2	6	8	-8	10	nt
C8 TRAIL sens	7	-25	24	-5	0	0
COUP-TFII inh	-3	4	-34	13	2	-19
SRC2 inh	-10	-1	-18	-12	37	-9

37. O=C(O)c1ccc(/C=C2\COc3ccccc3C2=O)cc1
38. O=C(Nc1nc2ccccc2[nH]1)C1CCCO1 (stereo unspecified)
39. CCc1nnc(NC(=O)c2ccc(S(=O)(=O)N3CCc4ccccc4C3)cc2)s1
40. O=C(Nc1ccc2c(c1)OCCO2)c1ccncc1
41. CC(=O)c1ccc(-n2c(CCC(=O)O)ccc2-c2ccc(Br)cc2)cc1
42. COc1cccc(NC(=O)CSc2nc3n[nH]c(C)c3c(=N)n2-c2cccc(OC)c2)c1

compound no.	37	38	39	40	41	42
SRC3 inh	3	-21	2	-22	10	15
CF NFkB inh	31	0	-11	-2	-10	2
EBV LMP1 NFkB	3	-14	2	14	4	1
TROY signal inh	-6	-39	5	-31	2	8
NR5A2 inv ag	-22	-40	10	-58	-4	-17
NCOA1 inh	-20	-32	3	-74	3	-1
TWEAK Fn14 block	78*	-10	4	17	2	34
KKLEB cytotox	1	10	-5	2	-6	-7
C8 TRAIL sens	3	-12	2	10	-30	-10
COUP-TFII inh	-52	-17	1	-38	22	-9
SRC2 inh	-1	-24	-3	-29	-4	-23

43. CCC(=O)N1CCN(c2cc(N3CCCC3)c(F)cc2[N+](=O)[O-])CC1
44. CC(C)CN1C(=O)/C(=C/c2ccco2)NC1=S
45. CC1CCCC(C)N1CC(O)COCc1ccccc1F (stereo unspecified)
46. C=CCN(c1ccccc1OC)S(=O)(=O)c1cccc(C(=O)Nc2nnc(C3CC3)s2)c1
47. COCCCNC(=O)CN1CCN(Cc2ccc(Cl)cc2)C1=O
48. CC(C)S(=O)(=O)c1csc(NC(=O)Nc2cc(Cl)ccc2Cl)c1Cl
49. CC1=C(C(=O)N(C)C)CC(CC(=O)NCC2CCCCC2)C(=O)N1Cc1ccc(C(C)(C)C)cc1 (stereo unspecified)
50. CCOC(=O)C1=C(CN2CCN(C(=O)c3ccco3)CC2)NC(=O)NC1c1ccc(F)cc1 (stereo unspecified)

compound no.	43	44	45	46	47	48	49	50
SRC3 inh	1	-8	-3	-11	-1	3	-5	-2
CF NFkB inh	7	8	2	9	-5	-7	0	-8
EBV LMP1 NFkB	5	-3	-1	-1	-13	8	-5	-6
TROY signal inh	20	7	-1	43	-14	44	-11	-1
NR5A2 inv ag	38	8	16	-13	8	15	15	-10
NCOA1 inh	-13	-24	-2	-21	3	1	1	4
TWEAK Fn14 block	-8	18	-6	33	8	32	-23	4
KKLEB cytotox	7	-3	-6	10	-10	-11	-2	8
C8 TRAIL sens	-24	-11	-6	7	-12	2	3	11
COUP-TFII inh	0	0	-14	7	9	20	3	16
SRC2 inh	3	23	1	-35	15	4	-7	19
